Assay outcomes (PubChem BioAssay)
MsrA inh – inhibitors of bovine MsrA. actives 0.75% (n = 360,000). purified bovine MsrA, absorbance read-out. inhibition, % at 15.5 µM; in the data active = inhibition above about 4.5%;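 note: 0% = vehicle wells with enzyme and 100% = reference inhibitor wells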
PABP1 MLLE inh – blocks PAM2 peptide binding to the PABP1 MLLE domain; GST-MLLE / FITC-PAM2 fluorescence polarization; inhibition, % at 20 µM; actives 0.36% (n = 360,000); AID 588489; in the data active = inhibition above about 35%, passing the limit was not always enough;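 note: plate controls were DMSO wells with GST-MLLE for no effect and wells lacking GST-MLLE protein for full effect; some results filed as inactive read as strong as hits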
Target sequence (P11940 whole entry, looked up, the tested form may be a part): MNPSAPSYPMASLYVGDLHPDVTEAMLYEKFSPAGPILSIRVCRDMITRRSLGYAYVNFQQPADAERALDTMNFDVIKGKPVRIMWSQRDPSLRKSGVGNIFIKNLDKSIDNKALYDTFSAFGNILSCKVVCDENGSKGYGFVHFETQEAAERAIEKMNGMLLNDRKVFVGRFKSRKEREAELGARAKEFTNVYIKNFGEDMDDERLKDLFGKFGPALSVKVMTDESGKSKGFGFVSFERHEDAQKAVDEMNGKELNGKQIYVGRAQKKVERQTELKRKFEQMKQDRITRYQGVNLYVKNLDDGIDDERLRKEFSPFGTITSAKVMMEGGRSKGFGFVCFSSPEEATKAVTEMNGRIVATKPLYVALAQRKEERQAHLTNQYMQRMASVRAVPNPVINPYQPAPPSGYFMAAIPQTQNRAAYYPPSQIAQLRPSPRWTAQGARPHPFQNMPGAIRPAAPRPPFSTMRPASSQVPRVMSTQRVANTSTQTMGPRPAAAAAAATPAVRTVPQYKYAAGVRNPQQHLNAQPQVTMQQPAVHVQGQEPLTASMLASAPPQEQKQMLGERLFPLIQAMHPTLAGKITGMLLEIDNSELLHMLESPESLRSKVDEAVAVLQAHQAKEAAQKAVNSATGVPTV
bovine MsrA act – bovine methionine sulfoxide reductase A activation; actives 0.3% (n = 360,000); purified bovine MsrA, absorbance read-out; activation, % at 10.6 µM; in the data active = activation above about 7.5%;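 note: 0% = vehicle and 100% = reference activator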
MT1-MMP act inh – inhibitors of human MT1-MMP activation | P50281 | HT1080 RFP-PRO-GFP cells, GFP/RFP ratio fluorescence, overnight; percent of plate control window, DMSO zero | GFP/RFP ratio change, % at 20 µM | actives 0.061% (n = 360,000);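 active = GFP/RFP ratio change of at least 30% with cell ATP level not reduced by more than half and red fluorescence within 50% of control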; note: strong numbers were not always called active
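Assay system: HT1080 RFP-PRO-GFP cells | Dosing: 20 µM single dose, 1% DMSO | Incubation: Cells overnight before dosing, compound overnight, 37 °C, 5% CO2 | Evaluation: GFP/RFP fluorescence ratio | Control set: DMSO-only wells and HT1080 RFP-L50D-GFP cell wells as references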
Rpn11 block – Rpn11 (human) deubiquitinase inhibition | human 26S proteasome, Ub4-pepOG fluorescence polarization; 20S core pre-blocked with epoxomicin | calls only at 20 µM | actives 0.59% (n = 360,000) | AID 588493;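 active = inhibition at 20 µM, scaled to each plate's controls, above about 33%, limit read from the data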
Target sequence (O00487 whole entry, looked up): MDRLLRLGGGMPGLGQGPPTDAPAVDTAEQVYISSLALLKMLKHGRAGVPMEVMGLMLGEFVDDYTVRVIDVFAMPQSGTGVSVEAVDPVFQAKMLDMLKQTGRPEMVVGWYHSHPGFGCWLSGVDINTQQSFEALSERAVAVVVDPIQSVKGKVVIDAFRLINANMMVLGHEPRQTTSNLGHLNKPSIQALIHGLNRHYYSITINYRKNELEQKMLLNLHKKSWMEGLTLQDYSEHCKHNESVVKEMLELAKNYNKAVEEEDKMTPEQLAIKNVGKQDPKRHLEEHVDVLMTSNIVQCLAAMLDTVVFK
FAS-TE inh – blocks the thioesterase domain of human fatty acid synthase. P49327. AID 602261. recombinant FAS-TE, OMFH fluorogenic substrate, fluorescence endpoint. actives 0.67% (n = 360,000). inhibition, % at 15 µM;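 active = compounds whose normalised, plate-corrected inhibition of enzyme fluorescence in the single-dose primary screen is 50% or more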;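 note: 0% = DMSO with enzyme and 100% = substrate without enzyme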
Rin1 Abl inh – blocks binding of human Rin1 to Abl | P00519+Q13671 | TR-FRET Rin1/Abl binding, biochemical | inhibition, % at 7.35 µM | actives 0.4% (n = 360,000) | AID 588664; in the data active = inhibition above about 5%, passing the limit was not always enough
CSN deneddyl inh – CSN deneddylation inhibition; Q92905; AID 651999; actives 0.38% (n = 360,000); inhibition, % at 12.5 µM; Purified CSN, SCF-Nedd8-OG deneddylation, fluorescence polarization;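 active = pattern-corrected inhibition above about 35%, with an unprinted fluorescence ratio check between 0.5 and 1.5, limit read from the data, passing the limit was not always enough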;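 note: 0% = enzyme with substrate and 100% = substrate without enzyme; some results filed as inactive read as strong as hits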
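Assay system: purified human Csn5 enzyme expressed in HEK293T cells; Input: 0.24 nM Csn5 enzyme, final concentration; Reagent: 10 nM SCFSkp2-Nedd8OG; Compound dosing: 12.5 µM single point; Times: reaction 90 min, room temperature; Technique: fluorescence polarization readout.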
eLon inh – inhibitors of E. coli Lon protease; P0A9M0; purified E. coli Lon protease, fluorescence polarization; inhibition, % at 7.94 µM; actives 0.42% (n = 360,000); in the data active = inhibition above about 13%, passing the limit was not always enough;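 note: 0% = enzyme with probe and DMSO and 100% = no enzyme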
Active calls of the source: *.

What do the screens show for `Cc1cccc2cc(C#N)c(N3CCOCC3)nc12`?
MsrA inh: 0.6; PABP1 MLLE inh: 1; bovine MsrA act: -10; MT1-MMP act inh: 4; Rpn11 block: inactive; FAS-TE inh: -12; Rin1 Abl inh: -2; CSN deneddyl inh: -4; eLon inh: 0

Results for CN(C)c1ccc(/C=N/Nc2nc3ccccc3o2)cc1 ?
MsrA inh: 3.8; PABP1 MLLE inh: -15; bovine MsrA act: -3; MT1-MMP act inh: -1; Rpn11 block: inactive; FAS-TE inh: -7; Rin1 Abl inh: 3; CSN deneddyl inh: -3; eLon inh: 2

How did COc1cc(C=C2C(=O)c3ccccc3C2=O)cc(OC)c1OC do in these assays?
MsrA inh: 0.1; PABP1 MLLE inh: -11; bovine MsrA act: -2; MT1-MMP act inh: -47; Rpn11 block: inactive; FAS-TE inh: 1; Rin1 Abl inh: -3; CSN deneddyl inh: -1; eLon inh: -9

What do the screens show for `O=C(OCC(=O)N1CCc2ccccc21)[C@@H]1CC(O)CN1S(=O)(=O)c1ccccc1[N+](=O)[O-]` (stereo not given in full)?
MsrA inh: -0.1; PABP1 MLLE inh: 1; bovine MsrA act: -1; MT1-MMP act inh: 0; Rpn11 block: inactive; FAS-TE inh: -2; Rin1 Abl inh: 0; CSN deneddyl inh: -4; eLon inh: 0

What do the screens show for `O=C(Nc1cccc([N+](=O)[O-])c1)c1ccc(CSc2ccccc2)cc1`?
MsrA inh: 0.0; PABP1 MLLE inh: 14; bovine MsrA act: -2; MT1-MMP act inh: 4; Rpn11 block: inactive; FAS-TE inh: 27; Rin1 Abl inh: -1; CSN deneddyl inh: -2; eLon inh: 9

What do the screens show for `CC(=O)NC12CC3CC(C1)CC(C(=O)N(C)CC(=O)Nc1cccc(F)c1)(C3)C2`?
MsrA inh: -1.2; PABP1 MLLE inh: -10; bovine MsrA act: -2; MT1-MMP act inh: -2; Rpn11 block: inactive; FAS-TE inh: -9; Rin1 Abl inh: -2; CSN deneddyl inh: -9; eLon inh: -7

Results for Cc1cccc(N2CCN(CCNC(=O)c3cc4c(s3)CS(=O)(=O)C4)CC2)c1C ?
MsrA inh: 0.2; PABP1 MLLE inh: 14; bovine MsrA act: -1; MT1-MMP act inh: 6; Rpn11 block: inactive; FAS-TE inh: 1; Rin1 Abl inh: 0; CSN deneddyl inh: -4; eLon inh: -11

How did CN(C)CCC(=O)C(Cc1ccccc1)c1ccccc1 (stereo not given) do in these assays?
MsrA inh: 0.0; PABP1 MLLE inh: 32; bovine MsrA act: -13; MT1-MMP act inh: 5; Rpn11 block: inactive; FAS-TE inh: 0; Rin1 Abl inh: -1; CSN deneddyl inh: -3; eLon inh: -4

What do the screens show for `CCOc1ccccc1N1CCN(C(=O)NCc2ccc(Cl)cc2)CC1`?
MsrA inh: -0.4; PABP1 MLLE inh: -7; bovine MsrA act: -8; MT1-MMP act inh: 0; Rpn11 block: inactive; FAS-TE inh: 10; Rin1 Abl inh: 2; CSN deneddyl inh: -8; eLon inh: 3

What do the screens show for `CCOC(=O)C1CCCN(C(=O)c2cccc(Cl)c2)CC1` (stereo not given)?
MsrA inh: 1.3; PABP1 MLLE inh: 2; bovine MsrA act: 0; MT1-MMP act inh: 0; Rpn11 block: inactive; FAS-TE inh: -9; Rin1 Abl inh: -4; CSN deneddyl inh: 4; eLon inh: -6

Results for NC(=O)c1ccsc1NC(=O)CS(=O)(=O)c1ccc(F)cc1 ?
MsrA inh: 0.3; PABP1 MLLE inh: 1; bovine MsrA act: -2; MT1-MMP act inh: 1; Rpn11 block: inactive; FAS-TE inh: -6; Rin1 Abl inh: 0; CSN deneddyl inh: -1; eLon inh: -14

Results for C[C@@H]1CN([C@@H](C)CO)C(=O)c2cc(Br)cnc2O[C@@H]1CN(C)Cc1cncnc1 ?
MsrA inh: 1.0; PABP1 MLLE inh: 0; bovine MsrA act: -4; MT1-MMP act inh: 0; Rpn11 block: inactive; FAS-TE inh: -8; Rin1 Abl inh: 2; CSN deneddyl inh: 0; eLon inh: 1

What do the screens show for `O=S1(=O)[C@H]2C[C@@H]3C=C[C@@]2(CN1Cc1ccc(Cl)cc1)O3`?
MsrA inh: 0.1; PABP1 MLLE inh: -9; bovine MsrA act: 1; MT1-MMP act inh: 1; Rpn11 block: inactive; FAS-TE inh: -8; Rin1 Abl inh: 1; CSN deneddyl inh: 0; eLon inh: -3

How did O=C1CCSc2c1ccc1ccccc21 do in these assays?
MsrA inh: 0.8; PABP1 MLLE inh: 11; bovine MsrA act: -5; MT1-MMP act inh: 0; Rpn11 block: inactive; FAS-TE inh: 1; Rin1 Abl inh: 1; CSN deneddyl inh: -6; eLon inh: -5

What do the screens show for `COc1ccc(S(=O)(=O)N2CCC(C(=O)N3CCN(C)CC3)CC2)cc1Cl`?
MsrA inh: 0.3; PABP1 MLLE inh: 10; bovine MsrA act: -12; MT1-MMP act inh: 1; Rpn11 block: inactive; FAS-TE inh: -1; Rin1 Abl inh: 0; CSN deneddyl inh: 0; eLon inh: 4

Results for CC1NC(=S)N(C2CCCCC2)C1=O (stereo not given) ?
MsrA inh: 0.8; PABP1 MLLE inh: 2; bovine MsrA act: -3; MT1-MMP act inh: 0; Rpn11 block: inactive; FAS-TE inh: -4; Rin1 Abl inh: 2; CSN deneddyl inh: 2; eLon inh: 0

Results for CCCCN(C(=O)c1ccc(S(=O)(=O)N2CCCC2)cc1)C1CCS(=O)(=O)C1 (stereo not given) ?
MsrA inh: 0.5; PABP1 MLLE inh: 14; bovine MsrA act: -9; MT1-MMP act inh: -1; Rpn11 block: inactive; FAS-TE inh: -4; Rin1 Abl inh: 5; CSN deneddyl inh: -2; eLon inh: 0

How did C=CCn1c(CCNC(=O)c2cccs2)nnc1SCC(=O)c1ccc(Cl)cc1 do in these assays?
MsrA inh: -0.6; PABP1 MLLE inh: -4; bovine MsrA act: -1; MT1-MMP act inh: -2; Rpn11 block: inactive; FAS-TE inh: -1; Rin1 Abl inh: -2; CSN deneddyl inh: 0; eLon inh: -1

Results for CCOC(=O)/C=C(C)\C=C\c1c[nH]c2ccccc12 ?
MsrA inh: 2.7; PABP1 MLLE inh: -29; bovine MsrA act: -1; MT1-MMP act inh: 4; Rpn11 block: inactive; FAS-TE inh: 31; Rin1 Abl inh: 0; CSN deneddyl inh: 6; eLon inh: -10

Results for CC1(C)CC2(CCO1)N1CC3(C)CN2CC(C)(C1)C3=O (stereo not given) ?
MsrA inh: 0.3; PABP1 MLLE inh: 10; bovine MsrA act: -2; MT1-MMP act inh: -4; Rpn11 block: inactive; FAS-TE inh: -2; Rin1 Abl inh: 2; CSN deneddyl inh: -4; eLon inh: -2

Fetched one by one from the list above, three records:
Results for CCOC(=O)/C=C(C)\C=C\c1c[nH]c2ccccc12 ?
MsrA inh: 2.7; PABP1 MLLE inh: -29; bovine MsrA act: -1; MT1-MMP act inh: 4; Rpn11 block: inactive; FAS-TE inh: 31; Rin1 Abl inh: 0; CSN deneddyl inh: 6; eLon inh: -10

How did CN(C)CCC(=O)C(Cc1ccccc1)c1ccccc1 (stereo not given) do in these assays?
MsrA inh: 0.0; PABP1 MLLE inh: 32; bovine MsrA act: -13; MT1-MMP act inh: 5; Rpn11 block: inactive; FAS-TE inh: 0; Rin1 Abl inh: -1; CSN deneddyl inh: -3; eLon inh: -4

How did COc1cc(C=C2C(=O)c3ccccc3C2=O)cc(OC)c1OC do in these assays?
MsrA inh: 0.1; PABP1 MLLE inh: -11; bovine MsrA act: -2; MT1-MMP act inh: -47; Rpn11 block: inactive; FAS-TE inh: 1; Rin1 Abl inh: -3; CSN deneddyl inh: -1; eLon inh: -9

Carrying on:
Results for Cc1ccc(-n2c(O)c(/C=N/Nc3ccc(S(=O)(=O)N4CCOCC4)cc3[N+](=O)[O-])c3ccccc3c2=O)c(C)c1 ?
MsrA inh: 4.1; PABP1 MLLE inh: -71; bovine MsrA act: -7; MT1-MMP act inh: -8; Rpn11 block: inactive; FAS-TE inh: 31; Rin1 Abl inh: -1; CSN deneddyl inh: -6; eLon inh: 24

Results for COc1ccc(S(=O)(=O)N(C)CC(=O)Nc2ccccc2SC)cc1Cl ?
MsrA inh: 0.4; PABP1 MLLE inh: 1; bovine MsrA act: -10; MT1-MMP act inh: 2; Rpn11 block: inactive; FAS-TE inh: 9; Rin1 Abl inh: 0; CSN deneddyl inh: -2; eLon inh: -5

What do the screens show for `Cc1cc2nn(-c3ccccc3)nc2cc1NC(=O)c1cccs1`?
MsrA inh: 2.5; PABP1 MLLE inh: 2; bovine MsrA act: 1; MT1-MMP act inh: 7; Rpn11 block: inactive; FAS-TE inh: 29; Rin1 Abl inh: 0; CSN deneddyl inh: -1; eLon inh: 2

What do the screens show for `CCc1ccc(C(=O)COC(=O)CNC(=O)CNS(=O)(=O)c2ccccc2)cc1`?
MsrA inh: -0.7; PABP1 MLLE inh: 2; bovine MsrA act: -1; MT1-MMP act inh: 3; Rpn11 block: inactive; FAS-TE inh: -3; Rin1 Abl inh: 0; CSN deneddyl inh: 3; eLon inh: -15

What do the screens show for `CC1CCc2c(C(=O)NCc3ccco3)csc2C1` (stereo not given)?
MsrA inh: -0.2; PABP1 MLLE inh: 1; bovine MsrA act: -3; MT1-MMP act inh: 6; Rpn11 block: inactive; FAS-TE inh: -1; Rin1 Abl inh: -1; CSN deneddyl inh: 4; eLon inh: -4

What do the screens show for `CCOc1ccccc1NC(=O)C(OC(=O)c1cnccn1)c1ccccc1` (stereo not given)?
MsrA inh: -0.1; PABP1 MLLE inh: 9; bovine MsrA act: -2; MT1-MMP act inh: 0; Rpn11 block: inactive; FAS-TE inh: 0; Rin1 Abl inh: -1; CSN deneddyl inh: -1; eLon inh: -1

What do the screens show for `CCOC(=O)c1c(NC(=O)CCN2C(=O)c3cccc([N+](=O)[O-])c3C2=O)sc(C(=O)OC(C)C)c1C`?
MsrA inh: -0.6; PABP1 MLLE inh: 19; bovine MsrA act: -1; MT1-MMP act inh: 0; Rpn11 block: inactive; FAS-TE inh: 39; Rin1 Abl inh: 3; CSN deneddyl inh: -15; eLon inh: 6

How did Cc1ccccc1SCC(=O)NCC(c1ccc(F)cc1)N1CCOCC1 (stereo not given) do in these assays?
MsrA inh: 0.3; PABP1 MLLE inh: 10; bovine MsrA act: -3; MT1-MMP act inh: -3; Rpn11 block: inactive; FAS-TE inh: -3; Rin1 Abl inh: 1; CSN deneddyl inh: 3; eLon inh: -3

Results for N#C/C(=C\C=C\c1ccccc1[N+](=O)[O-])C(=O)NCc1ccccc1 ?
MsrA inh: 3.8; PABP1 MLLE inh: 9; bovine MsrA act: -4; MT1-MMP act inh: -37; Rpn11 block: inactive; FAS-TE inh: -110; Rin1 Abl inh: -1; CSN deneddyl inh: 2; eLon inh: 7

What do the screens show for `CCCS(=O)(=O)NC(=O)C1(C)CCCN(C(=O)c2cc(-c3ccccc3)cs2)C1` (stereo not given)?
MsrA inh: 0.4; PABP1 MLLE inh: 9; bovine MsrA act: 0; MT1-MMP act inh: 1; Rpn11 block: inactive; FAS-TE inh: -2; Rin1 Abl inh: -14; CSN deneddyl inh: 0; eLon inh: -1

Results for COc1ccc2sc(C)nc2c1NC(C)=O ?
MsrA inh: -0.7; PABP1 MLLE inh: -8; bovine MsrA act: -3; MT1-MMP act inh: -4; Rpn11 block: inactive; FAS-TE inh: -3; Rin1 Abl inh: 2; CSN deneddyl inh: -4; eLon inh: -1

Hits appear at their usual frequency; overall some 3.7% were active at least once.
